Pf Dd2 inh: qHTS Primary assay for Inhibitors of Plasmodium falciparum Dd2 growth in vitro. Potency, µM (top dose mostly 28.9 µM), for inactives: at the top dose activity, negative = inhibition, actives largely listed as inhibitors. 120,000 compounds, 4.3% hits. P. falciparum Dd2 growth, SYBR Green, 72 h. AID 1347417, 2020; active = well fitted inhibition curve with a large enough effect; inconclusive = small, poorly fitted or top-dose-only effect; inactive = no such curve, though single readings can be large or run the other way;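 note: plate controls were DMSO vehicle for no effect and reference drug for full effect; nearly all actives have a fitted effect of over 65% in size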
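Readout: SYBR Green fluorescence, 485 nm excitation, 535 nm emission, after ~16 h lysis at 37C. Before that, Dd2-infected red cells (2.5% hematocrit) grew 72 h with compound, 29 uM top final concentration.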
An asterisk follows results filed as active; i = inactive; ? = inconclusive; [ ] = another dose, or the depositor's remark. Potency is the fitted concentration of half-maximal effect. Only part of the results is shown; rates above refer to the full screens.

SMILES	Pf Dd2 inh
CCn1c(=O)c2c(cc(C)n2C)n(CC(=O)Nc2c(C)cccc2C)c1=O	15%
COc1ccc(C(=O)NCC2Cn3cccc3C(=O)N2C)cc1 (stereo unspecified)	-3%
CC(=O)N1CCC(N(Cc2ccco2)C(=O)Nc2cccc(C)c2)CC1	-3%
COC(=O)C1=C(C)N=C2SC=C(CC(=O)NC3CCCCC3)N2C1c1cccc(OC)c1 (stereo unspecified)	?
COc1cc(-c2[nH]ncc2CN(CCO)Cc2cccs2)cc(OC)c1OC	-7%
Cc1nc(CC(=O)N2CC[C@@H](NC(=O)c3cnccn3)[C@H](O)C2)cs1	7%
O[C@@H]1CC(CNC2CCC2)(COc2ccc(C(F)(F)F)cn2)C[C@@H]1O (stereo partly specified)	i
O=C(O)[C@H](Cn1ccc(=O)[nH]c1=O)NCc1ncc[nH]1	-17%[44.1 µM]
O=C1CCN(C(=O)C2CCN(C(=O)c3ccncc3)CC2)CCCCCCN1	33%[activator]
COC(=O)[C@@H]1Cc2ncn(C)c2CN1C(=O)c1ccc(C#N)cc1	9%[44.1 µM]
C=CCn1c(-c2ccc(F)cc2)cn2cc(C(=O)N(C)CCO)nc2c1=O	-11%
COc1ccc(-c2cc(-c3ccc(F)cc3)nc3c2COc2ccccc2-3)cc1	i
COc1ccccc1CNC(=O)c1nnn(CC(=O)Nc2c(C)cccc2C)c1N	36%
CCn1ccc(C(=O)NCC2Cn3cccc3C(=O)N2CC(C)C)n1 (stereo unspecified)	-19%
COc1ccc(C(=O)N2CCC3(CC2)CC2C(=O)NCCN2C3)c(OC)c1 (stereo unspecified)	6%
Cc1cc(C)c2oc(-c3cccc(NC(=O)c4ccc(Br)o4)c3)nc2c1	41%[activator]
Cc1ccc(S(=O)(=O)C(CNC(=O)C(=O)NCc2ccc(Cl)cc2)c2cccs2)cc1 (stereo unspecified)	6%
CCCNC(=O)[C@@H]1Cc2cn(Cc3ccncc3)c3cccc(c23)[C@H](CC(C)C)N1	?
Cc1ccc(C(=O)N2CCCC3(C2)C(=NC2CCCC2)NC(=O)N3c2cc(F)cc(F)c2)cc1 (stereo unspecified)	?
Cc1ccc(S(=O)(=O)N(C)Cc2nc(-c3ccccc3)oc2C)cc1	44%[activator]
O=C(c1ccoc1)N1CC[C@@H]2[C@@H](CCC(=O)N2CCc2cnc[nH]2)C1	-10%
Cc1cnn(CC(=O)N2C[C@@H](COc3ccccc3)[C@H](C(N)=O)C2)c1	-2%
COC[C@H]1CCCN1Cc1nc(C2(O)CCN(C(=O)CC(C)(C)C)CC2)cs1	-24%[44.1 µM]
CC(C)CN1C(=O)c2cccn2CC1C(=O)N1CCOCC1 (stereo unspecified)	55%[activator]
CCOc1ccc(S(=O)(=O)Nc2nc3ccccc3nc2Nc2ccc(OC)cc2)cc1	-5%

The last six records of the section above open the next one:
SMILES	Pf Dd2 inh
Cc1ccc(S(=O)(=O)N(C)Cc2nc(-c3ccccc3)oc2C)cc1	44%[activator]
O=C(c1ccoc1)N1CC[C@@H]2[C@@H](CCC(=O)N2CCc2cnc[nH]2)C1	-10%
Cc1cnn(CC(=O)N2C[C@@H](COc3ccccc3)[C@H](C(N)=O)C2)c1	-2%
COC[C@H]1CCCN1Cc1nc(C2(O)CCN(C(=O)CC(C)(C)C)CC2)cs1	-24%[44.1 µM]
CC(C)CN1C(=O)c2cccn2CC1C(=O)N1CCOCC1 (stereo unspecified)	55%[activator]
CCOc1ccc(S(=O)(=O)Nc2nc3ccccc3nc2Nc2ccc(OC)cc2)cc1	-5%
O=C1NC2(Cc3ccccc31)CN([S+](=O)([O-])c1cccs1)C2	-2%
COc1ccccc1C(=O)N1CCn2c(nn(-c3ccc(C(F)(F)F)cc3)c2=O)C1	-20%
CN(C(=O)c1cc2ccccc2oc1=O)C1CCCN(CCCc2ccccc2)C1 (stereo unspecified)	?
CCN(CC)C(=O)c1sc2c(c1C)c(=O)n(-c1ccccc1)c(=O)n2CC(=O)Nc1ccc(C)cc1C	?
COc1cccc(CNC(=O)C2c3ccccc3CC(=O)N2C(C)C)c1 (stereo unspecified)	-8%
COc1ccc(OC)c(-c2csc(-c3c(N)c(C(=O)c4ccccc4)n4ccccc34)n2)c1	57%[activator]
COc1ccc(CC(=O)N2[C@@H]3CC[C@H]2CC(NC(=O)c2ccncc2)C3)cc1OC (stereo partly specified)	32%
CCCOc1ccccc1C(=O)Nc1nc2c(s1)CCCC2	?
CN1C(=O)C(CC(=O)N2CCCCC2)Sc2ncccc21 (stereo unspecified)	i
Cc1cc(C(=O)N2C[C@@H]3CCCN4CCC[C@@H]([C@H]34)[C@H]2CCCC(=O)N2CCOCC2)nn1C	-21%
COc1ccc(S(=O)(=O)NCC(c2ccco2)S(=O)(=O)c2ccc(C)cc2)cc1C (stereo unspecified)	i
COc1ccccc1-c1noc(CCCC(=O)NCc2ccco2)n1	59%[activator][5.79 µM]
COC(=O)[C@@H]1Cc2c([nH]c3ccccc23)[C@H]2C[C@@H](NCCO)C[C@@H](c3cccc(OC)c3)N21	?
COc1cccc(OC(=O)CSc2nnc(-c3ccc4c(c3)OCO4)o2)c1	5%
CC1=NS(=O)(=O)N(C)C=C1C(=O)O	12%
COc1ccc(NC(=O)C2CCN(c3cc(C(F)(F)F)ncn3)CC2)cc1Cl	i
CC(=O)c1ccc(NC(=O)N[C@H]2CO[C@H]3[C@@H]2OC[C@@H]3n2nnnc2Oc2cccc(N(C)C)c2)cc1	i
CC(C)n1c(C2CCCN(C(=O)c3ccco3)C2)nn(C)c1=O (stereo unspecified)	5%
CCOc1ccc(NC(=O)C2CCCN(c3cnn(C)c(=O)c3)C2)cc1 (stereo unspecified)	-18%
O=C(c1ccc(Cl)cc1)N1CCC(N2CCOC2=O)CC1	21%
O=S(=O)(c1ccc2nc(Nc3ccc(F)cc3)ccc2c1)N1CCCC1	i
CCCN(CC1CCOC1)S(=O)(=O)c1cccc(Br)c1 (stereo unspecified)	23%[5.79 µM]
Cc1noc(C)c1S(=O)(=O)NCCc1csc2nc(-c3ccc(F)cc3)nn12	-5%
CCCn1c(=O)c2sccc2n2c(CCCC(=O)Nc3ccccc3OCC)nnc12	27%
Cc1ccc(CNC(=O)CCSCc2cnn(-c3ccccc3)c2-n2cccc2)cc1	-5%

Of the compounds above, these have a Cl atom.
SMILES	Pf Dd2 inh
Cc1ccc(S(=O)(=O)C(CNC(=O)C(=O)NCc2ccc(Cl)cc2)c2cccs2)cc1 (stereo unspecified)	6%
COc1ccc(NC(=O)C2CCN(c3cc(C(F)(F)F)ncn3)CC2)cc1Cl	i
O=C(c1ccc(Cl)cc1)N1CCC(N2CCOC2=O)CC1	21%

Remaining list, next part.
SMILES	Pf Dd2 inh
COc1ccc(C(CC(=O)N2CCC(Cc3ccccc3)CC2)c2c[nH]c3ccccc23)cc1OC (stereo unspecified)	-32%
COc1ccc(C(=O)N2CCc3ccc(C(=O)NCc4ccc(C)o4)cc32)cc1	?
COc1ccc(-c2cc3nc(C)c(CCC(=O)N4CCN(c5ccc(F)cc5)CC4)c(C)n3n2)c(OC)c1	10µM*
O=C1NC2CCCCC2=C1CC(=O)N1CCCCC1 (stereo unspecified)	-29%
C[S+](=O)([O-])N1Cc2ccccc2CC2(CCCN2Cc2ccccc2)C1 (stereo unspecified)	-26%
COc1ccc(N2CCN(C(=O)CCc3ccnc(N4CCOCC4)c3)CC2)cc1	-1%
Cc1cc(Cl)ccc1NC(=O)CS(=O)(=O)c1cccc2nsnc12	0%
CNc1ncc(CN(C)c2cc(C3CC(N)C3)nc(COC)n2)cn1 (stereo unspecified)	-20%
CN1C[C@H](NC2CCC2)CCC[C@@H](C(=O)NC2CC2)CC1=O	-11%[44.1 µM]
FC(F)(F)c1cccc(N2CCN(Cc3nnc(-c4ccccc4)o3)CC2)c1	16%
Cc1cc(F)ccc1NC(=O)c1csc2c1CCC(C)C2 (stereo unspecified)	4.5µM*
O=C(CC1N=C2c3ccccc3N=C(SCC(=O)Nc3ccccc3F)N2C1=O)NCc1cccs1 (stereo unspecified)	4µM*
Cc1ccc(S(=O)(=O)c2cn(CC(=O)Nc3ccc4c(c3)OCO4)c3ccc(F)cc3c2=O)cc1	i
COc1ccc(N2CCN(C(=O)c3nn(C)c4c3CSc3ccccc3-4)CC2)cc1	36%[activator]
Cc1cc(C)cc(OCCSc2nc3ccc(NC(=O)c4cccs4)cc3s2)c1	?
Cc1ccc2nc3sc(C(=O)NCCCN(C)c4ccccc4)cc3cc2c1	10%
Cc1ccc(S(=O)(=O)NCCc2cn3ccsc3n2)c(C)c1	i
CCOc1ccc(CCNc2ncnc3onc(-c4ccc(Cl)cc4)c23)cc1	?
CCOc1ccc(CCNC(=O)CCN2N=C(c3ccc(OC)cc3)CCC2=O)cc1OCC	-16%
O=C(NCCc1noc(-c2ccncc2)n1)c1n[nH]c2c1CCCCCC2	i
Clc1cccc(N2CCN(C3CCCN(CCCc4ccccc4)C3)CC2)c1 (stereo unspecified)	i
O=S(=O)(Nc1ccc2nc(-c3ccc(F)cc3)oc2c1)c1ccccc1	20%
COc1ccc(-c2cc3nc(C)c(CCC(=O)NCc4ccccc4Cl)c(C)n3n2)c(OC)c1	?
O=C(CSc1ccc2nnc(CCNS(=O)(=O)c3ccccc3)n2n1)Nc1ccccc1C(F)(F)F	i
CCc1nc2c(c(-c3ccc(OC)cc3)n1)CCN(Cc1cccnc1)CC2	-8%

Entries shown so far that have bromine (two):
SMILES	Pf Dd2 inh
Cc1cc(C)c2oc(-c3cccc(NC(=O)c4ccc(Br)o4)c3)nc2c1	41%[activator]
CCCN(CC1CCOC1)S(=O)(=O)c1cccc(Br)c1 (stereo unspecified)	23%[5.79 µM]

Following part
SMILES	Pf Dd2 inh
CS(=O)(=O)N1CCOc2ccc(CCC(=O)NCC3CCCO3)cc2C1 (stereo unspecified)	-4%
COCC(=O)NC1CCC12CCN(C(=O)C1(c3ccccc3)CC1)CC2 (stereo unspecified)	-7%
CC(=O)NC1CC2(CCN(C(=O)Cc3c(C)noc3C)CC2)Oc2ccccc21 (stereo unspecified)	9%
COC(=O)c1c(NC(=O)/C=C/c2ccc(OC)cc2)sc2c1CCC2	1%
COc1cccc(CCC(=O)Nc2ccc3c(c2)CCC(=O)N3C)c1	-17%
O=C(NCCc1ccc(Cl)cc1)c1nnc(Cc2ccc(F)cc2)o1	20%
COc1cccc(C(=O)N2CCC(N(C(C)=O)C3CCOCC3)CC2)c1	-15%
COc1ccc(N2CCN(c3nc(C(=O)NCc4ccc(F)cc4F)cs3)CC2)cc1	?
O=C(CSc1ccc(-c2cccs2)nn1)Nc1ccccc1C(F)(F)F	i
Cc1ccc(NC(=O)C2CC(=O)N(c3ccc(OC(C)C)cc3)C2)cc1 (stereo unspecified)	53%[activator]
CC(C)(O)CCc1cccc(C(=O)NCc2ccccc2Cn2cccn2)c1	-8%
O=C(NC1CCCC1)N1CCC2(CC1)CC(N(Cc1ccc(F)cc1)C1CC1)CCO2 (stereo unspecified)	4.5µM*
CN1c2cc(C(=O)Nc3cccc(C#N)c3)ccc2C(=O)N2CCCCCC21 (stereo unspecified)	?
Cc1ccc(OCCC2CCNC2)cc1 (stereo unspecified)	i
CN(C)S(=O)(=O)n1cc(/C=C(\NC(=O)c2ccccc2Cl)C(=O)NCCCn2ccnc2)c2ccccc21	i
O=C1CCCc2cc(S(=O)(=O)NCC3CCC(C(=O)NCc4ccc(F)cc4)CC3)ccc2N1 (stereo unspecified)	-12%
O=C(NCC1CCOCC1)C1c2ccccc2C(=O)N(C2CCCCC2)C12CCCCC2 (stereo unspecified)	-29%
Cn1cc([C@@H](NC(=O)c2ccccc2N2CCCC2)C2CC(O)C2)cn1 (stereo partly specified)	-15%
COc1cc2c(cc1OC)C(COc1cc(C)cc(C)c1)N(C(=O)c1ccc(S(=O)(=O)N3CCCC3)cc1)CC2 (stereo unspecified)	3.2µM*
CC(C)c1nnc(C2CN(C(=O)c3cccs3)CC23CCOCC3)o1 (stereo unspecified)	-11%
O=S(=O)(NCc1ccc(F)cc1)c1ccc(-c2cnc(C3CC3)o2)cc1	i
OC1(c2csc(CN3CCOCC3)n2)CCN(Cc2ccc(F)cc2)CC1	i
Cc1cc(C)cc(OC(C)C(=O)Nc2nonc2-c2ccc(Br)cc2)c1 (stereo unspecified)	6%
COc1ccc(NC(=O)c2nnn3c2COC(c2ccc(F)cc2)C3)cc1Cl (stereo unspecified)	?
Cc1ccc(NC(=O)C2CCN(S(=O)(=O)c3cccc4nsnc34)CC2)cc1F	-16%

Random excerpt: 3 compounds from above.
SMILES	Pf Dd2 inh
O=C(NC1CCCC1)N1CCC2(CC1)CC(N(Cc1ccc(F)cc1)C1CC1)CCO2 (stereo unspecified)	4.5µM*
Cc1nc(CC(=O)N2CC[C@@H](NC(=O)c3cnccn3)[C@H](O)C2)cs1	7%
COCC(=O)NC1CCC12CCN(C(=O)C1(c3ccccc3)CC1)CC2 (stereo unspecified)	-7%

(further entries)
SMILES	Pf Dd2 inh
COC[C@@H]1CN(Cc2ccc(OC)cc2OC)C[C@H]1C(=O)NC1CC1	-28%
Cc1cccc(N2C(=O)N(Cc3ccc(C(C)(C)C)cc3)c3ccccc3S2(=O)=O)c1	?
O=C(CCC1CCCN(S(=O)(=O)c2ccccc2F)C1)NC1CCCCC1 (stereo unspecified)	i
Cc1cccc(NC(=O)CSc2nc(-c3cccc(C)c3)nc3c2Cc2c(CO)cnc(C)c2O3)c1	8.9µM*
O=C(c1ccc(Oc2ccccc2)cc1)N1CCNc2cnc(Nc3cccnc3)nc2C1	13µM*
CCc1ccccc1NC(=O)c1cc(S(=O)(=O)N(CC)c2ccccc2)ccc1F	?
COc1ccc(S(=O)(=O)Nc2ccc(C)n(CC(=O)NCc3ccc(C)o3)c2=O)cc1	-24%
CCc1ccc(OCCSc2nc(-c3cccc(C)c3)nc3cc(=O)[nH]n23)cc1	i
Cc1cnc(C(=O)NC2C[C@H]3CC[C@@H](C2)N3C(=O)c2ccnn2C)cn1 (stereo partly specified)	9%
CC(CNC(=O)Cn1c(-c2cccs2)cc2cc(Cl)ccc21)c1ccccc1 (stereo unspecified)	?
